697 NFkB inh – inhibitors of the PMA/ionomycin-induced NF-kB reporter in 697 B cells; inhibition, % at 4 µM; 697 B-cell NF-kB luciferase reporter, 16 h; 330,000 compounds, 0.33% hits; in the data active means inhibition above about 35%
Mdm2-MdmX inh – human Mdm2/MdmX binding inhibition; O15151+Q00987; SaOS-2 split-luciferase Mdm2/MdmX complementation, luminescence; inhibition, % at 8 µM; 330,000 compounds, 3% hits; AID 485346;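 active means inhibition of at least 50% at 8 µM in the primary screen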
Target sequence (O15151 whole entry, looked up): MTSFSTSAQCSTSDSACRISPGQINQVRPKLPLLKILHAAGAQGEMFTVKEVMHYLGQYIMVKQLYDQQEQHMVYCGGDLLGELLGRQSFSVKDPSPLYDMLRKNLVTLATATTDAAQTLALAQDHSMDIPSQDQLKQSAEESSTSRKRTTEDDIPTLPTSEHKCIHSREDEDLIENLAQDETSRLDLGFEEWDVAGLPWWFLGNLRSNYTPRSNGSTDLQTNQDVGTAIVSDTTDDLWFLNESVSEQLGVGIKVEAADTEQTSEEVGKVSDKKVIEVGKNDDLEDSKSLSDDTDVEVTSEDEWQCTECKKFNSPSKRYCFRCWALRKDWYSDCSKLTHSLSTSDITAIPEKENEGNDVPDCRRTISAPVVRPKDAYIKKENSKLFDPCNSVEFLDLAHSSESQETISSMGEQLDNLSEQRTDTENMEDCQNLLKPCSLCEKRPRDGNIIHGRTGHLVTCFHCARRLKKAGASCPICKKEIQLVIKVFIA
Target sequence (Q00987 whole entry, looked up): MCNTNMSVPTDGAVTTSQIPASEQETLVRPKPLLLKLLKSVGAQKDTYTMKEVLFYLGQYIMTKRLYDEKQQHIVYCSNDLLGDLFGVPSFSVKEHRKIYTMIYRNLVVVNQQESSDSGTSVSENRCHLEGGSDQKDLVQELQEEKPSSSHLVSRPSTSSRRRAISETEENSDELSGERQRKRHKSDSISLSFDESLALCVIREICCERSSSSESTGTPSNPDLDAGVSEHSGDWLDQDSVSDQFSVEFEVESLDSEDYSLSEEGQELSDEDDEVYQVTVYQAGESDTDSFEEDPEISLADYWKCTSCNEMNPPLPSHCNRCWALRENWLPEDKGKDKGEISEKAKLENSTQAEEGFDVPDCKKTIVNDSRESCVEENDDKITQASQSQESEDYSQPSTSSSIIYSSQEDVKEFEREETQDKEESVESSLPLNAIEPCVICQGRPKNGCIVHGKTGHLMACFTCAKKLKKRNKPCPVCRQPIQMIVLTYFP
TIM10 inh – growth inhibitors of TIM10 yeast strain; S. cerevisiae TIM10 strain growth, BacTiter-Glo luminescence, 24 h; inhibition, % at 10 µM; 330,000 compounds, 1.4% hits;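 active means inhibition of 40% or more at the single tested concentration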;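 further: wild-type TIM10 isogenic control strain grown at permissive 25 °C; 0% = DMSO yeast wells and 100% = minimal medium wells without yeast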
UPR CHOP act – activators of apoptotic arm of unfolded protein response (CHOP). CHO-CHOP luciferase reporter, UPR activation, luminescence; percent of tunicamycin response over DMSO baseline. activation, % at 10 µM. 330,000 compounds, 0.34% hits. AID 449763;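 active means at 10 µM dose, activation of 40% or more, normalized to positive control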;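 further: 100% = tunicamycin at 10 µg/mL and 0% = DMSO alone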
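Evaluation: % reporter activation, DMSO baseline versus tunicamycin full activation; System: CHO-CHOP luciferase reporter cell line; Input: 500 cells/well; Incubation: 6 h compound treatment, 37 °C; Measured by: Steady-Glo luciferase luminescence; Dosing: one dose, 10 µM in 0.5% DMSO; Buffer or medium: F12 medium, 10% FBS; Benchmarks: positive tunicamycin 10 µg/mL, negative DMSO alone.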
Jurkat NFkB inh – inhibitors of the PMA/ionomycin-induced NF-kB reporter in Jurkat cells; PMA/ionomycin-induced NF-kB luciferase reporter, luminescence; inhibition, % at 4 µM; 330,000 compounds, 0.53% hits; AID 435003; in the data active means inhibition above about 50%
XBP1 UPR activ – activators of adaptive arm of unfolded protein response (XBP1); activation, % at 20 µM; CHO-XBP1 luciferase reporter, IRE1-XBP1 UPR activation, luminescence; percent of tunicamycin response, DMSO as zero; 330,000 compounds, 0.33% hits;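 active means versus positive control, 20 µM dose yields 30% or more activation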;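 further: 100% = tunicamycin at 10 µg/mL and 0% = DMSO only wells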
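Material: CHO-XBP1 cells stably carrying IRE1-XBP1-driven luciferase reporter / Amount: 1000 cells per well / Compound: 20 µM, 1% DMSO / Times: 6 h treatment, 37 °C / Detection: luciferase luminescence / Measure: % activation of reporter signal versus tunicamycin and DMSO controls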
tim23-1 inh – growth inhibitors of tim23-1 mutant yeast; inhibition, % at 20 µM; S. cerevisiae tim23-1 growth, BacTiter-Glo luminescence, 24 h; 330,000 compounds, 1.3% hits;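 active means growth inhibition of the mutant yeast at or above 50%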;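 further: temperature-sensitive mutant grown at 25 °C; plate controls were DMSO-treated mutant yeast for no effect and medium wells lacking yeast for full effect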
tim10-1 inh – inhibits growth of tim10-1 mutant yeast | S. cerevisiae tim10-1 ts strain growth, BacTiter-Glo, 24 h | inhibition, % at 20 µM | 330,000 compounds, 2.2% hits | AID 463190;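 active means inhibition of at least 40%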;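 further: mutant grown at 25 °C; 0% = DMSO wells with yeast and 100% = wells holding no yeast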
Numbers without * were called inactive.

SMILES	697 NFkB inh	Mdm2-MdmX inh	TIM10 inh	UPR CHOP act	Jurkat NFkB inh	XBP1 UPR activ	tim23-1 inh	tim10-1 inh
O=C(NC1CCCCC1)C1CC(O)CN1C(=O)OCc1ccccc1 (centres undefined)	-6	9	-12	0.2	-12	-1	5	3
O=C(Cc1cccs1)N(c1ccc(Cl)cc1)C1C=CS(=O)(=O)C1 (centres undefined)	12	-4	15	0.5	9	0	21	10
O=C(CSc1ccccc1)N1CCCC(N2CCN(c3ccc(F)cc3)CC2)C1 (centres undefined)	-11	25	9	0.2	-2	-3	15	8
Cc1ccc(-c2cnc(N)n2C)cc1C	11	11	7	-1.6	-5	2	-8	9
CN(CCOc1ccc(Br)cc1)CC(O)COc1ccc(C#N)cc1 (centres undefined)	4	14	26	1.0	9	2	-16	-31
O=C(Cc1ccc(S(=O)(=O)N2CCCC2)s1)Nc1nc2c(s1)CCCC2	-1	6	11	1.3	5	3	0	3
O=C1CN(S(=O)(=O)c2ccccc2)CC(=O)N1CCc1ccccc1	-3	27	16	1.3	2	-1	5	6
CC(=O)Nc1ccc(C(=O)CN2C(=O)NC3(CCCCCC3)C2=O)c(F)c1	-21	4	-4	2.4	-21	0	-2	-8
Fc1cccc(C2CC(c3cccc(Br)c3)Nc3nnnn32)c1 (centres undefined)	2	11	25	-1.3	4	-2	20	16
O=C(CCN1CCOCC1)NNC(=O)c1ccc(Cl)c([N+](=O)[O-])c1	7	-7	-10	-0.6	1	-3	0	-16
CCOc1ccc(OCC(=O)Nc2ccccc2N2CCCC2)cc1	-11	51*	10	6.4	42	-3	38	20
Cc1ccc(-n2nc(C(=O)c3ccccc3)n3c(=O)c(Cc4ccccc4)nnc23)cc1	5	22	27	1.9	2	2	-2	21
CC(C)OC(=O)c1c(NC(=O)Cn2cnc([N+](=O)[O-])n2)sc2c1CCCC2	-26	23	17	0.5	2	-2	25	31
COc1ccc(N2CCN(C(=O)COC(=O)CCOc3ccccc3C)CC2)cc1	-2	-8	27	0.6	4	-7	18	43*
CSc1ccc(/C=C(\NC(=O)c2ccc(C)cc2)C(=O)Nc2cccc(C)c2)cc1	-8	13	13	-0.4	15	-4	-16	5
CCOc1ccc2nc3c(cc2c1)CN(CCOC)C(=NCCOC)S3	-2	-24	13	0.0	-11	1	35	24
Cc1cccc(NC(=O)CNC(=O)COc2ccc(C(=O)c3ccc(F)cc3)cc2)c1C	-2	46	-7	1.1	9	-3	-1	2
N#Cc1ccc(N2CCN(C(=O)c3cccs3)CC2)c(F)c1	-45	-28	9	1.9	-5	-3	13	10
CC1(NC(=O)Nc2cccc(Br)c2)CCS(=O)(=O)C1 (centres undefined)	18	11	1	-1.1	-4	-2	2	-4
CCN(c1ccccc1)S(=O)(=O)c1ccc(C(=O)N(CCCN(C)C)c2nc3c(C)cccc3s2)cc1	-47	27	11	1.8	17	-1	27	32

Reformatted bar-delimited: part of the list above.
molecule | 697 NFkB inh | Mdm2-MdmX inh | TIM10 inh | UPR CHOP act | Jurkat NFkB inh | XBP1 UPR activ | tim23-1 inh | tim10-1 inh
O=C(CCN1CCOCC1)NNC(=O)c1ccc(Cl)c([N+](=O)[O-])c1 | 7 | -7 | -10 | -0.6 | 1 | -3 | 0 | -16
Cc1ccc(-n2nc(C(=O)c3ccccc3)n3c(=O)c(Cc4ccccc4)nnc23)cc1 | 5 | 22 | 27 | 1.9 | 2 | 2 | -2 | 21

(cont.)
SMILES	697 NFkB inh	Mdm2-MdmX inh	TIM10 inh	UPR CHOP act	Jurkat NFkB inh	XBP1 UPR activ	tim23-1 inh	tim10-1 inh
COC(=O)c1sccc1NC(=S)N1CCC(C(N)=O)CC1	3	-7	4	-1.1	-6	-4	14	-13
O=c1c2ccccc2c2c(O)nc(-c3ccccc3)n2n1Cc1ccccc1	-2	15	-3	1.4	-1	-2	5	4
CC(=O)Nc1ccc(C(=O)OCc2ccccc2Br)cc1	-12	21	24	1.2	-11	0	32	26
O=C(Nc1ccc(Cl)cc1C(F)(F)F)c1ccccc1Cl	18	-8	0	-1.1	-2	0	15	3
Cc1cccc(NCc2nnc(-c3ccccc3)o2)c1C	11	-11	6	0.5	4	-2	20	1
NS(=O)(=O)c1ccc(NC(=S)NNC(=O)c2ccc(Br)o2)cc1	-28	4	-7	-0.3	-38	-2	-7	-14
CCOC(=O)c1cn(Cc2ccccc2)nc1-c1ccccc1	-48	-18	7	-0.3	-4	1	12	8
COc1ccc(C)cc1NC(=O)C(OC(=O)c1cnccn1)c1ccccc1 (centres undefined)	9	-4	17	-0.2	3	-2	20	17
CN(c1cccc(NC(=O)Nc2cccc(Cl)c2)c1)S(C)(=O)=O	-72	1	6	2.5	-56	-2	32	18
CC(C)C(=O)Nc1ccc(C(=O)NC2CCSC2=O)cc1 (centres undefined)	7	0	7	-3.4	-1	3	-5	8
N#Cc1ccc(C2=CC(=O)C[C@H](c3ccc(Cl)cc3)C2)cc1	-11	-22	1	4.8	9	-4	50	17
COc1ccc(OCC(O)CN(C2CCCCC2)C2CCCCC2)cc1 (centres undefined)	-1	36	7	-1.9	3	0	-1	-4
CC(C)NC(=S)Nc1ccc2cn[nH]c2c1	-25	29	0	-0.4	26	-2	-3	10
O=C(N/N=C/c1cccc2ccccc12)c1cc2ccccc2o1	-9	48	-12	1.5	22	-5	17	-47
Cc1cc(NC(=O)c2cccc(S(=O)(=O)N3CCCCCC3)c2)no1	6	17	-13	2.1	-7	1	9	30
CC(OC(=O)c1cccc(O)c1)C(=O)N(C)Cc1ccccc1 (centres undefined)	19	5	8	3.4	7	1	7	-5
COc1ccc(OC)c(NC(=O)CSc2nc3n[nH]c(C)c3c(=N)n2-c2cccc(Cl)c2C)c1	-6	49	15	0.6	5	2	34	43*
CCOC(=O)c1csc(NC(=O)c2ccc(N3C(=O)CCC3=O)cc2)n1	-3	6	7	0.7	8	12	-1	1
CCOc1ccc(CC(=O)NCCS(=O)(=O)N2CCN(c3ccccc3)CC2)cc1	4	25	-4	1.6	-12	-4	-8	4
CCOC(=O)c1cc(-c2ccccc2)sc1NC(=O)C(C)(C)C	12	20	-35	2.1	-9	-3	-11	-17

For convenience, some entries already given.
SMILES	697 NFkB inh	Mdm2-MdmX inh	TIM10 inh	UPR CHOP act	Jurkat NFkB inh	XBP1 UPR activ	tim23-1 inh	tim10-1 inh
CCN(c1ccccc1)S(=O)(=O)c1ccc(C(=O)N(CCCN(C)C)c2nc3c(C)cccc3s2)cc1	-47	27	11	1.8	17	-1	27	32
COC(=O)c1sccc1NC(=S)N1CCC(C(N)=O)CC1	3	-7	4	-1.1	-6	-4	14	-13
O=c1c2ccccc2c2c(O)nc(-c3ccccc3)n2n1Cc1ccccc1	-2	15	-3	1.4	-1	-2	5	4
CC(=O)Nc1ccc(C(=O)OCc2ccccc2Br)cc1	-12	21	24	1.2	-11	0	32	26
O=C(Nc1ccc(Cl)cc1C(F)(F)F)c1ccccc1Cl	18	-8	0	-1.1	-2	0	15	3
Cc1cccc(NCc2nnc(-c3ccccc3)o2)c1C	11	-11	6	0.5	4	-2	20	1
NS(=O)(=O)c1ccc(NC(=S)NNC(=O)c2ccc(Br)o2)cc1	-28	4	-7	-0.3	-38	-2	-7	-14
CCOC(=O)c1cn(Cc2ccccc2)nc1-c1ccccc1	-48	-18	7	-0.3	-4	1	12	8
COc1ccc(C)cc1NC(=O)C(OC(=O)c1cnccn1)c1ccccc1 (centres undefined)	9	-4	17	-0.2	3	-2	20	17
CN(c1cccc(NC(=O)Nc2cccc(Cl)c2)c1)S(C)(=O)=O	-72	1	6	2.5	-56	-2	32	18
CC(C)C(=O)Nc1ccc(C(=O)NC2CCSC2=O)cc1 (centres undefined)	7	0	7	-3.4	-1	3	-5	8
N#Cc1ccc(C2=CC(=O)C[C@H](c3ccc(Cl)cc3)C2)cc1	-11	-22	1	4.8	9	-4	50	17
COc1ccc(OCC(O)CN(C2CCCCC2)C2CCCCC2)cc1 (centres undefined)	-1	36	7	-1.9	3	0	-1	-4
CC(C)NC(=S)Nc1ccc2cn[nH]c2c1	-25	29	0	-0.4	26	-2	-3	10
O=C(N/N=C/c1cccc2ccccc12)c1cc2ccccc2o1	-9	48	-12	1.5	22	-5	17	-47
Cc1cc(NC(=O)c2cccc(S(=O)(=O)N3CCCCCC3)c2)no1	6	17	-13	2.1	-7	1	9	30
CC(OC(=O)c1cccc(O)c1)C(=O)N(C)Cc1ccccc1 (centres undefined)	19	5	8	3.4	7	1	7	-5
COc1ccc(OC)c(NC(=O)CSc2nc3n[nH]c(C)c3c(=N)n2-c2cccc(Cl)c2C)c1	-6	49	15	0.6	5	2	34	43*

(cont.)
SMILES	697 NFkB inh	Mdm2-MdmX inh	TIM10 inh	UPR CHOP act	Jurkat NFkB inh	XBP1 UPR activ	tim23-1 inh	tim10-1 inh
CC1CCC(C(C)C)C(OCC(O)CN2CCCC(C)C2)C1 (centres undefined)	-6	12	15	-0.4	-7	0	16	13
COc1cccc(C(=O)CC(=O)C(=O)Nc2cccc([N+](=O)[O-])c2C)c1	22	-14	10	16	1	4	14	16
Cc1c(NC(=O)C(C)OC(=O)CCC2CCCC2)c(=O)n(-c2ccccc2)n1C (centres undefined)	12	22	1	1.5	-9	-3	-5	7
COc1ccccc1CNC(=O)CCNC(=O)Cn1ccc2ccccc2c1=O	12	17	29	-0.9	2	2	0	6
CC(C)CC(C(=O)NC(C)(C)C)N(CC1CCCO1)C(=O)c1snc(C(N)=O)c1N (centres undefined)	9	-1	-1	-1.1	-2	-2	20	30
COc1ccc(OCc2cc(/C=N\NC(=O)c3ccccc3)ccc2OC)cc1	-25	50	34	0.2	54*	-3	52*	49*
Cc1nonc1C1CCCN1Cc1nc(-c2ccc(F)cc2F)oc1C (centres undefined)	3	30	-11	-2.0	2	-2	31	25
O=C(Nc1ccc2nccnc2c1)c1cnccn1	-15	-20	21	3.8	-34	-1	8	-2
C/C(=N/OC(=O)c1c(-c2ccccc2Cl)noc1C)c1cnccn1	-12	14	4	4.2	7	0	2	33
COc1ccc(N(CC(=O)Nc2cccnc2)S(=O)(=O)c2ccc(C)cc2)cc1Cl	4	21	16	2.9	0	-4	10	8
CC1CN(CCOc2ccc([N+](=O)[O-])cc2)CC(C)O1 (centres undefined)	-14	-5	2	1.6	1	-1	15	9
CN(C)S(=O)(=O)c1ccc(C(=O)NCC(=O)N/N=C/c2ccccc2Cl)cc1	3	0	15	-0.3	6	-4	9	9
COc1ccc(-c2nnn(CC(=O)N(CC(=O)NC3CCCC3)Cc3cccs3)n2)cc1OC	19	20	-6	0.2	12	1	16	7
CCCCNC(=O)C1Cc2cc(S(=O)(=O)N3CCCCC3)ccc2N1C(C)=O (centres undefined)	1	26	-8	1.7	7	-2	2	-7
CC(C)n1nnc2c(=O)oc3ccccc3c21	24	-6	-3	-1.1	5	0	16	17
Cc1nn(CCC(=O)Nc2cccc(C#N)c2)c(C)c1S(=O)(=O)N1CCCCC1	-11	-6	7	-0.9	-5	-4	-1	15
CC(C)C(=O)N(Cc1cc(=O)[nH]c2ccccc12)c1ccccc1	9	-14	-6	-3.3	8	0	-5	-5
O=C1CCCC(O)=C1C1NCCc2ccccc21 (centres undefined)	-8	8	-8	-2.8	-12	-3	10	5
COc1ccc(C2SCC(=O)N2CC23CC4CC(CC(C4)C2)C3)cc1 (centres undefined)	-10	20	19	0.3	10	0	34	37
COc1ccc(S(=O)(=O)N2CCN(Cc3cc(OC)c(O)c(OC)c3)CC2)cc1	4	14	-8	-1.1	-4	-1	0	-9
NNc1nc(C(F)(F)F)nc2ccccc12	-6	24	3	-1.9	4	-2	4	8
COc1ccc(CCNC(=O)C2CCCN(C(=O)N(C)C)C2)c(OC)c1 (centres undefined)	-10	7	3	-0.5	3	-1	5	-3
CSc1ccc(/C=C2\C(=N)N3N=C(CC(=O)N4CCCCC4)SC3=NC2=O)cc1	13	6	-1	-1.4	12	-2	4	-5

High-throughput results: PubChem, Sanford-Burnham Center for Chemical Genomics
